Assay outcomes from PubChem.
Mtb BioA inh – inhibitors of Mycobacterium tuberculosis BioA enzyme | purified M. tuberculosis BioA enzyme, plate reader | inhibition, % at 9.99 µM | 360,000 compounds, 0.096% hits; in the data active means inhibition above about 40%
Mtb FBA inh – Mtb fructose-bisphosphate aldolase inhibition; P9WQA3; purified M. tuberculosis FBA, fluorescence read-out; inhibition, % at 1 µM; 360,000 compounds, 2.3% hits; AID 588726; in the data active means inhibition above about 27%;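 further: 0% = vehicle and 100% = reference inhibitor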
Target sequence (P9WQA3 whole entry, looked up): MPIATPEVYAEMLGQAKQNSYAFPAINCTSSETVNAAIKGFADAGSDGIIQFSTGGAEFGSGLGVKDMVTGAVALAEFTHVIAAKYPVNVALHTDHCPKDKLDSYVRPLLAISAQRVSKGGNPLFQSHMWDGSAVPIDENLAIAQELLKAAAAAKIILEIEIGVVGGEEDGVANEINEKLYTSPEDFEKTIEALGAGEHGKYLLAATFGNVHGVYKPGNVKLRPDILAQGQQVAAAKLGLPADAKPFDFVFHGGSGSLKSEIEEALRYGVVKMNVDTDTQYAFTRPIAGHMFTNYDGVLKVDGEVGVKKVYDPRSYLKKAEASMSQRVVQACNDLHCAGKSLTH
BH1578 lux ind – induces V. cholerae light production without autoinducers; V. cholerae BH1578 lux reporter, luminescence, 6 h; activation, % at 18.7 µM; 350,000 compounds, 0.16% hits; in the data active means activation mostly above about 9.7%, no sharp cut-off; further: not every result past the cut was called active; inactives centre near 0; reference of the scale not given here
TcdB inh – inhibitors of Clostridioides difficile toxin B glycohydrolase; P18177; TcdB glycohydrolase enzymatic assay, plate reader; inhibition, % at 9.99 µM; 350,000 compounds, 0.24% hits; AID 652162; in the data active means inhibition above about 10%
Yp Topo-I inh – blocks Yersinia pestis topoisomerase I activity; Y. pestis Topo-I cleavage product accumulation, plate reader; activity, % at 10 µM; 360,000 compounds, 0.064% hits; in the data active means activity above about 50%, passing the limit was not always enough; further: inactives centre near 2
FadD28 binding – blocks FadD28 binding to the bisubstrate probe; fluorescence polarization; inhibition, % at 12.5 µM; 360,000 compounds, 0.22% hits; AID 588549; in the data active means inhibition above about 8.5%, passing the limit was not always enough
GDH-TPI counter – inhibits GDH-TPI coupling enzymes, artifact for Mtb FBA screen. GDH-TPI coupled enzyme counterscreen, NADH absorbance. inhibition, % at 4.8 µM. 360,000 compounds, 1.2% hits. AID 588335; in the data active means inhibition above about 30%;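 further: 0% = DMSO wells and 100% = wells lacking the enzyme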
UGM FP inh – blocks M. tuberculosis UGM enzyme; purified UGM, fluorescence polarization probe displacement; P9WIQ1; AID 504406; 320,000 compounds, 0.06% hits; inhibition, % at 10 µM; in the data active means inhibition above about 10%, passing the limit was not always enough
Target sequence (P9WIQ1 whole entry, looked up): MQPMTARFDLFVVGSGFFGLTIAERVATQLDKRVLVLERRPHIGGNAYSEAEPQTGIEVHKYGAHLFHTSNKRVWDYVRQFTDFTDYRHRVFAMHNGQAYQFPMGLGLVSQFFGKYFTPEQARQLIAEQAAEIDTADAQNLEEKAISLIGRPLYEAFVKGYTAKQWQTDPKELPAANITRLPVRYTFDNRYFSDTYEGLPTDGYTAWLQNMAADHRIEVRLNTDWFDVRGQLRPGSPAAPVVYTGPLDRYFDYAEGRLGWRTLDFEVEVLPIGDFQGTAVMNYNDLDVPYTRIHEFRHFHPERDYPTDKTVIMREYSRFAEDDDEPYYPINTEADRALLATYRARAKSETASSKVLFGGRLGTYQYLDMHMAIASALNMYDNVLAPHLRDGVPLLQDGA
PfHsp40 yeast – restores yeast growth despite PfHsp40 toxicity | S. cerevisiae expressing PfHsp40, growth rescue, ATP luminescence | 340,000 compounds, 0.68% hits | growth rescue, % at 12.5 µM | AID 504582; in the data active means growth rescue above about 28%, passing the limit was not always enough;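 further: yeast W303a lacking pdr1 and pdr3 grown in galactose medium; growth measured after three days at 30 °C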
* = called active by the depositor.

CCCNC(=O)Cn1cnc2sc(C(=O)N3CCN(Cc4ccc5c(c4)OCO5)CC3)c(C)c2c1=O was read as Mtb BioA inh -1.3, Mtb FBA inh -2, BH1578 lux ind -0.5, TcdB inh -0.2, Yp Topo-I inh 4, FadD28 binding -0.8, GDH-TPI counter 0, UGM FP inh 0.0 and PfHsp40 yeast -0.3.
For CCCn1c(=O)cc(N)n(-c2ccc(OC(F)(F)F)cc2)c1=O the results were Mtb BioA inh -1.8, Mtb FBA inh 4, BH1578 lux ind 1.3, TcdB inh 0.6, Yp Topo-I inh 11, FadD28 binding -1.9, GDH-TPI counter -3, UGM FP inh 1.5 and PfHsp40 yeast 0.8.
`CSc1ccccc1NC(=O)COc1ccccc1C` gave Mtb BioA inh -0.1, Mtb FBA inh 3, BH1578 lux ind -0.4, TcdB inh -1.9, Yp Topo-I inh -9, FadD28 binding 1.6, GDH-TPI counter 3, UGM FP inh 0.1 and PfHsp40 yeast 0.6.
Screening Cc1ccc(S(=O)(=O)N2CCN(C(=O)COC(=O)c3nc(Cl)ccc3Cl)CC2)c(C)c1 returned Mtb BioA inh -0.8, Mtb FBA inh -2, BH1578 lux ind -5.5, TcdB inh 0.7, Yp Topo-I inh 37, FadD28 binding -2.1, GDH-TPI counter 4 and PfHsp40 yeast -0.5.
For N#Cc1c(N)nc(SCc2ccccn2)c(C#N)c1-c1cccs1 the results were Mtb BioA inh -0.9, Mtb FBA inh 1, BH1578 lux ind inactive, Yp Topo-I inh 0, FadD28 binding -4.2, GDH-TPI counter 15, UGM FP inh 3.0 and PfHsp40 yeast 1.2.
CCCOc1ccc(C2/C(=C(/O)c3ccc(F)cc3)C(=O)C(=O)N2CCCN(C)C)cc1 (centres undefined) was read as Mtb BioA inh -0.2, Mtb FBA inh 2, BH1578 lux ind 5.0, Yp Topo-I inh 1, FadD28 binding -1.2, GDH-TPI counter -2, UGM FP inh 3.6 and PfHsp40 yeast 0.2.
Screening COc1ccc(N2CCN(S(=O)(=O)c3cnc[nH]3)CC2)cc1 returned Mtb FBA inh 0, BH1578 lux ind -0.3, TcdB inh 0.4, Yp Topo-I inh 2, FadD28 binding -2.3, GDH-TPI counter 5, UGM FP inh -0.9 and PfHsp40 yeast 0.3.
Cc1ccc(S(=O)(=O)N2CCC(C(=O)N/N=C/c3ccncc3)CC2)cc1 was read as Mtb FBA inh 6, BH1578 lux ind -0.3, TcdB inh 0.7, Yp Topo-I inh 6, FadD28 binding -1.1, GDH-TPI counter 4, UGM FP inh 0.8 and PfHsp40 yeast -0.1.
CCN(Cc1ccccc1)C(=O)C1CCN(C/C(C)=C/c2ccccc2)CC1 was read as Mtb BioA inh 1.9, Mtb FBA inh 6, BH1578 lux ind 0.9, TcdB inh 1.3, Yp Topo-I inh 37, FadD28 binding 0.0, GDH-TPI counter -2, UGM FP inh -3.0 and PfHsp40 yeast -0.4.
`CC(C)=CCc1c(O)c(CC=C(C)C)c2occ(-c3ccc(O)cc3)c(=O)c2c1O` gave Mtb BioA inh -0.5, Mtb FBA inh 0, BH1578 lux ind 0.3, TcdB inh 0.9, Yp Topo-I inh 0, FadD28 binding -1.4, GDH-TPI counter 1, UGM FP inh -0.1 and PfHsp40 yeast 1.2.
CN(C)S(=O)(=O)c1ccc(Cl)c(NC(=O)COc2ccccc2[N+](=O)[O-])c1 was read as Mtb BioA inh -1.5, Mtb FBA inh 0, BH1578 lux ind -0.2, TcdB inh -1.4, Yp Topo-I inh 10, FadD28 binding -0.3, GDH-TPI counter 9, UGM FP inh -0.7 and PfHsp40 yeast -0.9.
`O=C(Cc1cccs1)N1CCCC(c2nc3c(nnn3Cc3cccc(Cl)c3)c(=O)[nH]2)C1` (centres undefined) gave Mtb FBA inh 2, BH1578 lux ind -0.9, TcdB inh 1.0, Yp Topo-I inh 29, FadD28 binding -1.9, GDH-TPI counter 8, UGM FP inh -0.7 and PfHsp40 yeast 9.1.
C=CCOc1ccc(Br)cc1CNCCCN1CCOCC1 was read as Mtb BioA inh -1.1, Mtb FBA inh -1, BH1578 lux ind -0.7, TcdB inh 0.5, Yp Topo-I inh -1, FadD28 binding 0.7, GDH-TPI counter 0, UGM FP inh -0.9 and PfHsp40 yeast 0.6.
CCCCNS(=O)(=O)c1ccc2nc(-c3cccnc3)cc(C(=O)NC3CC3)c2c1 was read as Mtb BioA inh 0.5, Mtb FBA inh 2, BH1578 lux ind -0.2, TcdB inh -0.7, Yp Topo-I inh 2, FadD28 binding -3.3, GDH-TPI counter 12, UGM FP inh 0.4 and PfHsp40 yeast -1.7.
`Cc1ccc(-n2cccc2/C=N/n2cnnc2)cc1Cl` gave Mtb BioA inh 0.8, Mtb FBA inh 2, BH1578 lux ind -0.6, Yp Topo-I inh -1, FadD28 binding -2.7, GDH-TPI counter 21, UGM FP inh 1.7 and PfHsp40 yeast -0.1.
Screening CC(OC(=O)/C=C/c1ccccc1)C(=O)Nc1ccc(C(N)=O)cc1 (centres undefined) returned Mtb BioA inh 3.3, Mtb FBA inh 2, BH1578 lux ind 2.6, TcdB inh 2.3, Yp Topo-I inh 0, GDH-TPI counter 1, UGM FP inh 0.0 and PfHsp40 yeast -0.6.
For N#C/C(=C\c1ccc(Cl)cc1)C(=O)Nc1cccnc1 the results were Mtb FBA inh -6, BH1578 lux ind inactive, TcdB inh 0.1, Yp Topo-I inh -2, FadD28 binding -3.5, GDH-TPI counter -6, UGM FP inh -0.9 and PfHsp40 yeast -0.3.
For O=C(Nc1nnc(SCc2ccccc2Cl)s1)C1COc2ccccc2O1 (centres undefined) the results were Mtb FBA inh -2, BH1578 lux ind inactive, Yp Topo-I inh 12, FadD28 binding -3.2, GDH-TPI counter -2, UGM FP inh 0.8 and PfHsp40 yeast 0.5.
For CCN(Cc1nc2ccccc2c(=O)[nH]1)C(=O)C1CC(=O)N(c2cccc3ccccc23)C1 (centres undefined) the results were Mtb FBA inh 2, BH1578 lux ind -2.5, TcdB inh 1.6, Yp Topo-I inh -1, FadD28 binding -2.3, GDH-TPI counter -2, UGM FP inh 1.5 and PfHsp40 yeast -0.4.
O=C(NCc1ccc(Cl)cc1)c1ccc(Cl)cc1[N+](=O)[O-] was read as Mtb BioA inh -2.8, Mtb FBA inh 3, BH1578 lux ind -0.3, Yp Topo-I inh 2, FadD28 binding -0.1, GDH-TPI counter 7, UGM FP inh -1.5 and PfHsp40 yeast 0.6.

Sorted by molar mass (falling): part of the list above
Cc1ccc(S(=O)(=O)N2CCC(C(=O)N/N=C/c3ccncc3)CC2)cc1 was read as Mtb FBA inh 6, BH1578 lux ind -0.3, TcdB inh 0.7, Yp Topo-I inh 6, FadD28 binding -1.1, GDH-TPI counter 4, UGM FP inh 0.8 and PfHsp40 yeast -0.1.
CCN(Cc1ccccc1)C(=O)C1CCN(C/C(C)=C/c2ccccc2)CC1 was read as Mtb BioA inh 1.9, Mtb FBA inh 6, BH1578 lux ind 0.9, TcdB inh 1.3, Yp Topo-I inh 37, FadD28 binding 0.0, GDH-TPI counter -2, UGM FP inh -3.0 and PfHsp40 yeast -0.4.
Screening CC(OC(=O)/C=C/c1ccccc1)C(=O)Nc1ccc(C(N)=O)cc1 (centres undefined) returned Mtb BioA inh 3.3, Mtb FBA inh 2, BH1578 lux ind 2.6, TcdB inh 2.3, Yp Topo-I inh 0, GDH-TPI counter 1, UGM FP inh 0.0 and PfHsp40 yeast -0.6.
`CSc1ccccc1NC(=O)COc1ccccc1C` gave Mtb BioA inh -0.1, Mtb FBA inh 3, BH1578 lux ind -0.4, TcdB inh -1.9, Yp Topo-I inh -9, FadD28 binding 1.6, GDH-TPI counter 3, UGM FP inh 0.1 and PfHsp40 yeast 0.6.
`Cc1ccc(-n2cccc2/C=N/n2cnnc2)cc1Cl` gave Mtb BioA inh 0.8, Mtb FBA inh 2, BH1578 lux ind -0.6, Yp Topo-I inh -1, FadD28 binding -2.7, GDH-TPI counter 21, UGM FP inh 1.7 and PfHsp40 yeast -0.1.

New compounds follow
For COC(=O)C(C)(C(=O)OC)c1ccc([N+](=O)[O-])cn1 the results were Mtb FBA inh 1, BH1578 lux ind -0.3, Yp Topo-I inh 12, FadD28 binding 0.5, GDH-TPI counter 8, UGM FP inh -1.0 and PfHsp40 yeast -0.3.
`CSc1ccccc1NC(=O)Cn1ccsc1=N` gave Mtb FBA inh 4, BH1578 lux ind 0.7, TcdB inh 1.2, Yp Topo-I inh -9, FadD28 binding -2.1, GDH-TPI counter -1, UGM FP inh -1.5 and PfHsp40 yeast 1.0.
S=C(NCc1ccccc1)N1CCCCC1 was read as Mtb FBA inh 1, BH1578 lux ind -0.9, TcdB inh -5.2, Yp Topo-I inh -4, FadD28 binding -1.5, GDH-TPI counter 14, UGM FP inh -1.7 and PfHsp40 yeast -0.3.
N#CC1(NC(=O)CSc2nnc(-c3ccccc3F)n2N)CCCCC1 was read as Mtb BioA inh -0.3, Mtb FBA inh 1, BH1578 lux ind inactive, TcdB inh 0.5, Yp Topo-I inh 1, FadD28 binding -3.4, GDH-TPI counter 0, UGM FP inh 0.6 and PfHsp40 yeast -1.5.
For NC(=S)N/N=C\c1c2ccccc2cc2ccccc12 the results were Mtb BioA inh 5.7, Mtb FBA inh -1, BH1578 lux ind -0.3, Yp Topo-I inh 5, FadD28 binding -0.3, GDH-TPI counter 9, UGM FP inh 1.7 and PfHsp40 yeast -0.2.
Cc1n[nH]c(=O)c2c1nnn2Cc1ccc(F)cc1 was read as Mtb BioA inh 1.0, Mtb FBA inh -3, BH1578 lux ind -0.6, TcdB inh 0.7, Yp Topo-I inh -1, GDH-TPI counter -5, UGM FP inh -1.3 and PfHsp40 yeast 0.4.
Screening COc1ccc([C@H]2CC(=O)C=C(c3ccc(C)c([N+](=O)[O-])c3)C2)cc1 returned Mtb BioA inh 4.8, Mtb FBA inh -4, BH1578 lux ind inactive, TcdB inh 1.4, Yp Topo-I inh 14, FadD28 binding -3.1, GDH-TPI counter -1, UGM FP inh -1.5 and PfHsp40 yeast 4.2.
`COc1cccc(-c2nc(NCc3ccco3)c3ccccc3n2)c1O` gave Mtb BioA inh -3.3, Mtb FBA inh 1, BH1578 lux ind -0.6, Yp Topo-I inh -14, FadD28 binding -0.6, GDH-TPI counter 14, UGM FP inh -2.9 and PfHsp40 yeast -0.1.
Screening O=C(NCc1ccco1)C(c1ccccc1F)N(CC1CCCO1)C(=O)Cn1nnc2ccccc21 (centres undefined) returned Mtb BioA inh -0.6, Mtb FBA inh 1, BH1578 lux ind inactive, Yp Topo-I inh -1, FadD28 binding 0.7, GDH-TPI counter -5, UGM FP inh 1.3 and PfHsp40 yeast 0.7.
`O=C(CCOc1ccccc1)Nc1ccc(Br)cc1` gave Mtb BioA inh 1.9, Mtb FBA inh 1, BH1578 lux ind -0.3, TcdB inh 0.9, Yp Topo-I inh 0, FadD28 binding -0.8, GDH-TPI counter 2, UGM FP inh -1.3 and PfHsp40 yeast 0.3.
COc1cc(S(=O)(=O)NCC2CCCO2)c(OC)cc1Cl (centres undefined) was read as Mtb BioA inh -2.1, Mtb FBA inh -1, BH1578 lux ind -0.4, Yp Topo-I inh -7, FadD28 binding -1.4, GDH-TPI counter 3, UGM FP inh 1.2 and PfHsp40 yeast 0.9.
Screening O=c1[nH]c(=S)[nH]cc1Oc1ccccc1 returned Mtb BioA inh -1.1, Mtb FBA inh 0, BH1578 lux ind -3.3, TcdB inh -0.6, Yp Topo-I inh 7, FadD28 binding 1.0, GDH-TPI counter 3 and PfHsp40 yeast -0.4.
Screening O=C(OCN1C(=O)c2ccccc2C1=O)c1cccc(S(=O)(=O)N2CCOCC2)c1 returned Mtb BioA inh -1.4, Mtb FBA inh -1, BH1578 lux ind -0.4, TcdB inh 0.0, Yp Topo-I inh 15, FadD28 binding -1.2, GDH-TPI counter -8, UGM FP inh -1.7 and PfHsp40 yeast -0.1.
`CC1CC(C)CN(C(=O)CSCC(=O)O)C1` (centres undefined) gave Mtb BioA inh -5.9, Mtb FBA inh -3, BH1578 lux ind 0.2, TcdB inh 0.7, Yp Topo-I inh 9, FadD28 binding 1.3, GDH-TPI counter 9, UGM FP inh -3.5 and PfHsp40 yeast -1.6.
`CCN(CC)CCCNC(=S)Nc1ccc(Br)cc1` gave Mtb BioA inh 0.5, Mtb FBA inh -2, BH1578 lux ind -0.9, TcdB inh -1.0, Yp Topo-I inh 1, FadD28 binding -3.9, GDH-TPI counter -7, UGM FP inh 2.0 and PfHsp40 yeast -1.3.
